OXTR agonist: human OXTR agonism | 320,000 compounds, 0.32% hits | activation, % at 3 µM | CHO-OTR cells, Fluo-8 calcium fluorescence; normalized: DMSO 0%, oxytocin 100%;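 active = activation above the mean of all tested compounds plus 3 SD, cutoff set per screening run, cut at about 20% in these data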;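 also: peak over basal fluorescence ratio from a 100 s FLIPR kinetic read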
CHO-K1 Ca antag: counter-screen for M1 antagonists: effect in parental CHO-K1 cells. ATP-induced calcium, Fluo-8 fluorescence. 360,000 compounds, 0.6% hits. inhibition, % at 3 µM;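 active = inhibition above a per-plate cutoff, the plate's mean sample inhibition plus 3 SD, cut at about 24% in these data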;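 also: 0% = DMSO plus EC80 ATP and 100% = DMSO alone without ATP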
CHO-K1 Ca PAM: M1 PAM counterscreen hit in parental CHO-K1 cells; ATP EC20, Fluo-8 calcium fluorescence; 0% at ATP EC20, 100% at ATP max; AID 602247; activation, % at 3 µM; 360,000 compounds, 0.02% hits;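 active = activation above the run cutoff, the mean activation of all test compounds plus 3 SD, cut at about 40% in these data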;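 also: peak over basal fluorescence ratio in a 140 s read after ATP addition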
OXTR potentiator: potentiators of human oxytocin receptor; CHO-OTR cells, Fluo-8 calcium fluorescence, potentiator mode; 0% = oxytocin EC15, 100% = EC100; activation, % at 3 µM; 320,000 compounds, 0.061% hits;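 active = activation above that plate's cutoff, the mean activation of tested compounds plus 3 SD, cut at about 6.6% in these data, passing the limit was not always enough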;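 also: 100% uses oxytocin at 75 nM as the full agonist control; some results filed as inactive read as strong as hits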
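Assay system: CHO cell line stably expressing human OTR. Reagent: EC15 oxytocin agonist. Dosing: single dose, 3.0 µM nominal final compound concentration. Timing: compound 6 min at room temperature before oxytocin, 100 s read. Signal: kinetic Fluo-8 calcium fluorescence. Controls: oxytocin EC15 low and EC100 high.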
TAAR1 antag: human TAAR1 antagonism. 360,000 compounds, 1.5% hits. Q96RJ0. inhibition, % at 3 µM. CHO RD-HGA16 TAAR1, Fluo-8 calcium fluorescence, antagonist;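 active = inhibition above a per-plate cutoff, the mean inhibition of test compounds on that plate plus 3 SD, cut at about 49% in these data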;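 also: 0% = DMSO plus EC80 beta-PEA response and 100% = DMSO alone without agonist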
Target sequence (Q96RJ0 whole entry, looked up): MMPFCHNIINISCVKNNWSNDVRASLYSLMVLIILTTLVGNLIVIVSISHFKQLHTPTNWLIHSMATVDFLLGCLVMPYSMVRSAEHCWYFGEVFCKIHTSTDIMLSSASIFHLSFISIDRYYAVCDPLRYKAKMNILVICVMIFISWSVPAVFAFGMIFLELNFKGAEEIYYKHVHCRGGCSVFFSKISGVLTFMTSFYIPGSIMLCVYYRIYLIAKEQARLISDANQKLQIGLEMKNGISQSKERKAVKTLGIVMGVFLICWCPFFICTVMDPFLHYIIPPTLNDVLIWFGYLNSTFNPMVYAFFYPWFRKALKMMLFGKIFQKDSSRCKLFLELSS
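Material: CHO RD-HGA16 cells bearing hTAAR1; compound dosing: one-point dosing, 3 µM nominal final; schedule: dye loading 75 min at 37 °C, then 30 min room temperature; measured by: calcium fluorescence with Fluo-8; control set: vehicle and agonist controls; replication: n of 1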
GPR7 antagonist: antagonists of human GPR7 (neuropeptides B/W receptor 1); P48145; GPR7-expressing cells, fluorescence antagonist assay; inhibition, % at 4.4 µM; 290,000 compounds, 1.1% hits; AID 1861; in the data active = inhibition above about 16%, passing the limit was not always enough;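 also: cells stimulated with the agonist NPW; 0% = agonist with vehicle and 100% = vehicle without agonist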
Target sequence (P48145 whole entry, looked up): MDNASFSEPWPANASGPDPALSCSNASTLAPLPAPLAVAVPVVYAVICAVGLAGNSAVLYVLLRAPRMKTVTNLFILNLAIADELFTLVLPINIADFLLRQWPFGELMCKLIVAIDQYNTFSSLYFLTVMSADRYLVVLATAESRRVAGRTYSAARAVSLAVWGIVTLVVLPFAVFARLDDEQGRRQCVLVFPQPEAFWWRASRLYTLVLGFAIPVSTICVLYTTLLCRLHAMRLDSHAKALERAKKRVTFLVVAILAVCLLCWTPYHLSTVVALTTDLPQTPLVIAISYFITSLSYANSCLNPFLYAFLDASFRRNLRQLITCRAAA
V1aR counter: activates human V1a receptor in oxytocin agonist counter-screen | CHO-V1R cells, Fluo-8 calcium fluorescence, agonist mode; 0% DMSO, 100% 3 nM vasopressin | 320,000 compounds, 0.25% hits | AID 2797 | P37288 | activation, % at 3 µM;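 active = activation above the mean activation of all tested compounds plus 3 SD, per screening run, cut at about 20% in these data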;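 also: signal is peak over basal fluorescence ratio across a 100 second FLIPR read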
Target sequence (P37288 whole entry, looked up): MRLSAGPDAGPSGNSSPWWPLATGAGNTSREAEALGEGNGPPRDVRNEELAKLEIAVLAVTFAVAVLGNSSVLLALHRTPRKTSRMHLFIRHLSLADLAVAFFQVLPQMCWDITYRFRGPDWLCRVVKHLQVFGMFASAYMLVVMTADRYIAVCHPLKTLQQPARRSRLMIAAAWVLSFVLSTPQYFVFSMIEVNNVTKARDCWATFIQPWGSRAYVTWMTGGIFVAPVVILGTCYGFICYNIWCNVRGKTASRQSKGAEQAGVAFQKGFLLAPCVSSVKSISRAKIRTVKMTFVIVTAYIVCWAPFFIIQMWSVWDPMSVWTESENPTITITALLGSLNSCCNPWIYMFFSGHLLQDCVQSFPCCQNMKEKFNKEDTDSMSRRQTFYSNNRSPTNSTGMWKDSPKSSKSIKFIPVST
CHO parental Ca: signal in parental CHO cells, OX1R antagonist counter-screen. 330,000 compounds, 0.63% hits. parental CHO-K1, ATP-induced calcium, Fluo-8 fluorescence. inhibition, % at 5.6 µM;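 active = inhibition above that plate's mean sample inhibition plus 3 SD, cut at about 26% in these data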;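 also: 0% = ATP-challenged DMSO wells and 100% = DMSO wells without ATP; some compounds past the cut are filed as inactive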
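Test system: untransfected parental CHO cell line; also added: ATP stimulus; dosing: 5.6 µM, single dose; signal: calcium-sensitive Fluo-8 fluorescence; measure: percent inhibition of ATP-evoked calcium rise, normalized to controls; benchmarks: low control ATP plus DMSO, high control DMSO only; replication: one well per compound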
M1 ag parental: counter-screen for M1 agonists: effect in parental CHO-K1 cells. activation, % at 3 µM. Fluo-8 calcium fluorescence; scaled to maximal ATP response, vehicle zero. AID 602248. 360,000 compounds, 0.48% hits; in the data active = activation above about 15%;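 also: untransfected CHO-K1 host cells lacking M1 receptor as counterscreen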
Starred values were filed as active, the others as inactive; . = no result given.

Compound,OXTR agonist,CHO-K1 Ca antag,CHO-K1 Ca PAM,OXTR potentiator,TAAR1 antag,GPR7 antagonist,V1aR counter,CHO parental Ca,M1 ag parental
O=C1C2C3C=CC(C3=C(c3ccccc3)c3ccccc3)C2C(=O)N1CCO (stereo not drawn),-0.9,15,13,-12,5,-3,-0.1,-13,0.4
Cc1ccc(S(=O)(=O)N2CCCCC2)cc1C(=O)N(CCc1ccccc1)Cc1ccccc1,-0.9,1,12,-11,12,.,-1.6,-8,0.7
Oc1cc(O)c2c(c1)O[C@H](c1ccc(O)c(O)c1)[C@H](O)C2,0.7,-7,-19,0,-3,-8,1.0,1,-0.4
COc1ccc(/C=N/NC(=O)c2nnn(-c3nonc3N)c2CN(C)C2CCCCC2)cc1,0.2,-21,24,-9,-4,2,-0.1,-13,0.9
O=C(N/N=C/c1ccc([N+](=O)[O-])cc1)c1c[nH]c2ccccc12,0.7,-10,12,-8,12,-11,-0.2,-3,0.8
OCCC1CN(Cc2c(F)cccc2Cl)CCN1C1CCCCC1 (stereo not drawn),0.2,2,12,0,-4,-7,0.1,-28,-0.3
CCCCC(CCC(=O)O)(C(=O)OCC)c1csc(N)n1 (stereo not drawn),-0.5,-4,0,-2,-20,-4,0.0,-10,0.2
Cc1ccccc1N(CC(=O)N1CCCC1)S(=O)(=O)c1ccc(Cl)cc1,-0.9,-1,13,-16,-8,-3,-0.7,-25,0.3
O=S1(=O)C[C@@H](O)[C@@H](Nc2ccccc2)C1,-0.7,-8,5,0,-17,-13,-0.2,-4,-0.3
O=C(COC(=O)Cn1cc(C(F)(F)F)ccc1=O)NCc1ccccc1,.,-1,12,.,-9,.,.,.,0.2
CCOC(=O)c1cc(C)n(Cc2cccc(OC)c2OC)c1C,1.2,-12,0,-10,3,-10,0.8,18,0.9
O=C(CSc1nnc2nnc3ccccc3n12)N1CCOCC1,-0.4,-2,2,-3,-7,-1,0.6,-1,0.9

Remaining list, next part
Compound,OXTR agonist,CHO-K1 Ca antag,CHO-K1 Ca PAM,OXTR potentiator,TAAR1 antag,GPR7 antagonist,V1aR counter,CHO parental Ca,M1 ag parental
Cc1cc(C(=O)Oc2cccnc2)ccc1[N+](=O)[O-],2.7,0,-1,-4,13,11,4.1,-2,1.6
CC(C(=O)NC1C(=O)N2C(C(=O)O)=C(CSc3nnnn3C)CSC12)n1cc(Br)cn1 (stereo not drawn),0.5,6,-20,-10,-3,-14,0.5,7,-0.2
Cc1ccc(NC(=O)CNc2ccc(N3CCOCC3)cc2)cc1S(=O)(=O)N(C)C,1.3,-13,4,-5,9,-2,0.5,-11,0.6
Nc1nnc(CSCc2ccc(Cl)cc2Cl)s1,0.0,0,-4,-4,9,-3,0.8,3,0.4
O=C(Cc1n[nH]c(=O)c2ccccc12)NCc1ccccc1,0.2,3,3,-10,-1,-14,0.8,-19,-0.4
CC(O)CNc1nc2c(c(=O)n(C)c(=O)n2C)n1Cc1cccc(C(F)(F)F)c1 (stereo not drawn),1.1,-1,9,-11,8,-4,-0.3,-5,-0.3
Cc1ccc(C(=O)CSc2nnc(-c3ccccc3)n2-c2ccccc2)o1,-1.6,-18,21,4,0,3,0.5,-12,0.1
Cc1onc(-c2ccccc2Cl)c1C(=O)NCCN1CCOCC1,-0.1,-10,4,1,-11,3,1.0,-11,0.5
O=C(CCCl)Nc1ccc(S(=O)(=O)NCc2ccco2)cc1,0.5,-3,12,-19,-10,-12,2.0,11,1.8
O=C(NCCc1ccccc1)c1cccc(NC(=O)C2CCCC2)c1,.,-6,-7,.,-20,.,.,.,2.1
COc1ccc(C2C(C(=O)N3CCCCC3)CCC(=O)N2c2cc(OC)c(OC)c(OC)c2)cc1 (stereo not drawn),0.2,3,13,-8,.,3,0.1,-18,0.4
O=C(Nc1ccc2c(c1)OCO2)C1CCCN1C(=O)Nc1ccccc1F (stereo not drawn),-0.2,-22,16,1,8,12,-0.5,-8,0.2

Next entries follow.
Compound,OXTR agonist,CHO-K1 Ca antag,CHO-K1 Ca PAM,OXTR potentiator,TAAR1 antag,GPR7 antagonist,V1aR counter,CHO parental Ca,M1 ag parental
CCOc1ccc(S(=O)(=O)N2CCN(C(=O)C3CCC3)CC2)cc1,0.3,7,-10,-8,-20,.,2.0,-16,2.2
C=CCn1c(COc2ccc(F)cc2)nnc1SCC(=O)NC1CCCC1,-3.1,9,-19,-6,-17,.,-1.1,-19,0.3
Cc1cccc(NC(=O)c2cc(Cl)ccc2[N+](=O)[O-])c1,-1.8,-10,-1,-6,19,-3,-0.8,-12,0.1
C[C@H]1CN([C@@H](C)CO)C(=O)Cc2cc(NC(=O)Cn3cnnn3)ccc2O[C@H]1CN(C)Cc1ccncc1,1.7,-3,12,-2,-22,.,-0.3,-19,0.4
CCn1nc(CC(C)C)cc1C(=O)N1CCCC(Nc2ccc(F)cc2)C1 (stereo not drawn),.,-13,21,.,-2,10,.,.,2.9
Cc1csc(C(=O)NCC(=O)NNC(=O)c2cccc(Cl)c2)c1,0.0,-6,14,-10,-15,-8,1.1,-3,0.6
O=C(Cc1cccs1)N1CCN=C1SCc1cccc(F)c1,-0.6,-20,30,2,5,0,-0.8,-15,1.3
Cc1ccc(C)c(NC2=C(Cl)C(=O)OC2OC(=O)c2ccco2)c1 (stereo not drawn),2.8,-13,-7,-14,28,0,7.8,8,1.6
S=c1[nH]nc(-c2cccc3ccccc23)n1-c1cccnc1,-0.2,-5,6,6,-28,8,0.8,-34,0.2
O=C(COC(=O)Cc1ccc(F)cc1)NC(=O)c1ccccc1,0.3,-4,-2,-2,-14,.,0.7,4,1.2
Cc1ccc(C(=O)CCC(=O)Nc2ncccc2C)cc1,0.5,-7,7,-7,-4,.,0.6,-1,-0.4
CCOC(=O)C1=C(C)Nc2nc3ccccc3n2C1c1ccc(O)cc1 (stereo not drawn),0.2,-6,0,-2,-14,11,0.6,-13,0.4

(further entries)
Compound,OXTR agonist,CHO-K1 Ca antag,CHO-K1 Ca PAM,OXTR potentiator,TAAR1 antag,GPR7 antagonist,V1aR counter,CHO parental Ca,M1 ag parental
COCc1nnc(NS(=O)(=O)c2ccc(C)cc2)s1,-0.3,-8,9,-17,4,-2,0.1,1,0.8
COc1ccc(NC(=S)N(Cc2cccc(Br)c2)CC2CCC(C(=O)O)CC2)cc1 (stereo not drawn),0.1,-10,16,-11,25,-20,0.6,-6,0.1
COc1ccccc1CNC(=O)c1sccc1-c1ccccc1,-2.5,-9,0,-6,-17,-4,-0.8,-7,0.1
Cc1nc(-c2ccc(S(=O)(=O)Oc3ccc(Cl)cc3Cl)s2)cs1,0.6,-4,13,-14,8,-2,0.3,-19,1.2
Cc1cc(C)n2cc(CSc3nnc(-c4ccccc4)o3)nc2n1,-0.4,4,-6,-2,-7,7,0.1,-3,0.1
CC(/C=C/c1ccccc1)=N\NC(=O)c1ccc(Br)cc1,-1.8,17,-14,2,9,-10,0.5,-2,0.1
CCOC(=O)CSc1nc2c(c(=O)[nH]c(=O)n2C)n1C/C=C(/C)Cl,-0.9,-15,16,-5,5,-1,0.4,3,0.7
COCCNC(=O)Nc1ccc2nc(C)sc2c1,0.5,-2,9,-3,-10,-7,0.9,-2,0.0
COC(=O)C[C@@H]1C[C@H]2c3cc(NC(=O)CC4CC4)ccc3O[C@H]2[C@@H](CO)O1,.,5,3,.,-4,.,.,.,0.7
CCOc1ccc(C(=O)C2CCN(C(=O)c3ccc([N+](=O)[O-])cc3)CC2)cc1,5.2,-4,4,-10,10,28,6.0,4,6.6
c1ccc(CN2CCC3CC2c2c3cccc2N2CCOCC2)cc1 (stereo not drawn),.,4,2,.,13,.,.,.,0.1
COc1ccc(CCCN2CCC(CN3CCNC(=O)C3=O)CC2)cc1OC,.,-4,1,.,-24,.,.,.,0.4

More compounds.
Compound,OXTR agonist,CHO-K1 Ca antag,CHO-K1 Ca PAM,OXTR potentiator,TAAR1 antag,GPR7 antagonist,V1aR counter,CHO parental Ca,M1 ag parental
O=C1NC[C@H](Cc2ccccc2)N(CC2CCN(CCc3ccccc3)CC2)C1=O,.,-1,18,.,-18,.,.,.,0.4
CN(c1ccccc1)S(=O)(=O)c1ccc(C(=O)OCC(=O)NC(N)=O)cc1,2.9,-9,16,-5,-19,-3,0.4,-9,1.1
CC1CCC(NC(=O)C2CCC(CNS(=O)(=O)c3cccc4cccnc34)CC2)CC1 (stereo not drawn),1.1,-18,23,-8,0,-19,0.7,-17,2.3
COc1ccccc1NC(=O)c1ccc(NC(=O)COC(=O)C(C)C)cc1,0.6,-5,16,-1,0,-2,5.2,-6,2.6
CCOc1cc(C)c(S(=O)(=O)NC2CCCCC2)cc1C,2.5,-4,7,-20,-1,-1,0.2,1,0.9
C/C(=N\NC(=O)COc1ccc(C)cc1C(C)C)c1ccc(-n2ccnc2)cc1,1.4,-10,28,-17,22,-6,1.3,-16,1.2
COc1ccccc1NC(=O)C1CCCCC1,-1.3,-7,10,-3,-8,-12,-0.5,-12,0.0
COc1ccc(C(=O)OCCNC(=O)c2c(Cl)nc3ccccn23)cc1,2.0,-3,-4,-1,26,-6,5.8,-38,3.2
COCCN(C(=O)c1ccco1)C(C(=O)NC1CCCC1)c1cccs1 (stereo not drawn),0.7,25*,-6,-8,-1,-7,0.4,-18,-0.1
O=C(COC(=O)/C=C/c1ccc(C(F)(F)F)cc1)NC1CCCC1,0.3,15,-21,-6,-1,-12,2.6,-1,0.2
CCS(=O)(=O)c1ccc(O)c(NC(=O)COc2ccc(OC)cc2)c1,-1.7,-1,14,-7,-14,-8,1.0,-3,0.6
N#Cc1ccc(OCC(=O)Nc2ccc(N3CCCC3)cc2)cc1,-0.5,-8,10,2,-5,.,0.3,-9,0.0

Additional records.
Compound,OXTR agonist,CHO-K1 Ca antag,CHO-K1 Ca PAM,OXTR potentiator,TAAR1 antag,GPR7 antagonist,V1aR counter,CHO parental Ca,M1 ag parental
Cc1cc(OCC(=O)Nc2ccc(CN3CCOCC3)cc2)ccc1Cl,.,12,-11,.,-4,9,.,.,12
O=C(Nc1ccc(F)cc1F)N1CCN(c2ncccn2)CC1,-0.3,5,11,-2,-2,-3,0.4,6,0.8
CN(Cc1ccc(F)cc1)C(=O)CNC(=O)c1cccs1,0.1,-13,5,0,-4,.,0.8,-2,0.9
Cc1cc(NC(=O)c2ccc(Cl)cc2)c(C)cc1O,-0.6,8,6,-8,4,-4,0.9,-9,9.5
O=C1c2ccccc2C(=O)c2c1ccc1c(=O)n(C3CCCCC3)[nH]c21,-2.2,12,-2,5,10,-7,-1.0,-21,-0.1
Cc1ccc(NC(=O)c2cccc(C(=O)Nc3ccc(C)c(C)c3)n2)cc1C,0.5,3,-4,-2,-37,-15,1.8,-18,0.0
CC#CCN(Cc1ccco1)C(=O)C1CCC(=O)N(CCc2cccc(F)c2)C1 (stereo not drawn),.,2,5,.,-1,.,.,.,0.2
COc1ccc(/C=N\NC(=O)c2ccccc2OC)cc1COc1ccccc1C,-0.6,9,-13,-7,27,-17,1.0,-21,1.1
